Bioassay records: PubChem, Broad Institute
DENV2 CPE: protects cells from dengue virus 2 cytopathic effect; CPE inhibition, % at 9.99 µM; 350,000 compounds, 1.7% hits; DENV2-infected cells, cytopathic effect rescue, plate reader; AID 651640; in the data active = CPE inhibition above about 20%, passing the limit was not always enough; inconclusive = no clear call, values can overlap the other calls; tested in BHK-21 cells;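 note: 0% = median of neutral control wells and 100% = median of positive control wells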
E-sel inducer: induces E-selectin expression in human endothelial cells; P16581; HUVEC E-selectin immunofluorescence imaging; normalized: neutral wells 0, TNF-alpha wells 100; activation, % at 7.58 µM; 260,000 compounds, 0.37% hits; AID 686992;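 active = mean E-selectin-positive cell signal at least 10% of the positive control, reached in at least 60% of replicates, without over 20% cell loss; inconclusive = no rule given, readout overlaps actives, possibly toxicity-flagged; inactive = the rest, including those meeting only one limit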;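 note: in these data hits start at about 27%; measured in HUVEC primary endothelial cells; signal is the percent of cells scored E-selectin positive by PE staining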
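assay system = HUVEC, human umbilical vein endothelial cells | input = 3,000 HUVEC seeded per well | medium = EGM-2 growth medium on 0.1% gelatin-coated wells | dosing = one compound dose added by pin transfer | signal = immunofluorescence imaging | read-out basis = % PE-positive cells | control set = TNF-alpha, DMSO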
RAD52 inh: inhibitors of human RAD52 DNA annealing; P43351; recombinant RAD52 DNA annealing, FRET fluorescence; inhibition, % at 18.7 µM; 360,000 compounds, 0.46% hits;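 active = every replicate showing at least 50% inhibition; inconclusive = mean inhibition at least 50% but not in every replicate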
Target sequence (P43351 whole entry, looked up): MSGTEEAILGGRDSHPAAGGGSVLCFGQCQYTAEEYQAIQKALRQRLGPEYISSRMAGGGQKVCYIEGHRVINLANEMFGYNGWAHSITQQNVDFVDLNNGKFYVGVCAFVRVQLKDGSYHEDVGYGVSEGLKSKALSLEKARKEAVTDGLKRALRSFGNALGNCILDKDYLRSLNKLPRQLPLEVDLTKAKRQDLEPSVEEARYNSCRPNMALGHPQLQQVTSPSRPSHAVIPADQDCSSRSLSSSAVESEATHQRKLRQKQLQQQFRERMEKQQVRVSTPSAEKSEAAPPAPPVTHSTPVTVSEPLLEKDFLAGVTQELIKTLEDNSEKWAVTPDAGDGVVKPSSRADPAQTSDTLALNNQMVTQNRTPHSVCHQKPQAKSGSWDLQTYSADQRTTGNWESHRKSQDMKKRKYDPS
F508del corr: CFTR F508del correction in bronchial cells; CFBE cells, YFP halide quenching; stimulated with forskolin plus potentiator P3; % fluorescence drop versus neutral controls; activity (quench increase), % at 7.58 µM; 350,000 compounds, 0.36% hits; AID 720511;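 active = mean added fluorescence quench of at least 8% versus neutral control, with both replicates also reaching 8%; inconclusive = only one of the mean or replicate conditions met; inactive = mean below 8% and not both replicates reaching 8%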;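 note: cells transiently co-express mutant CFTR-F508del with the halide-sensitive YFP; corrector assay measuring rescue of mutant channel to the surface after 24 h compound exposure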
INS-1E GSIS act: GLuc luminescence reporter in INS-1E cells, primary screen for activators of glucose-dependent secretion of insulin; INS-1E GLuc reporter insulin secretion, 2-3 h; activation, % at 16.6 µM; 370,000 compounds, 0.61% hits; AID 743287;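 active = lowest replicate activation of at least 40%, so every replicate reaches that level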;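 note: 0% = median of neutral control wells and 100% = median of IBMX positive control wells; some compounds called inactive have numbers as strong as hits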
RAD54 branch: inhibitors of human RAD54 branch migration; RAD54 Holliday junction branch migration, FAM/BHQ fluorescence; inhibition, % at 10.4 µM; 360,000 compounds, 0.14% hits;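 active = mean normalized replicate activity at least 40 and at least half of replicates scoring 40 or more; inconclusive = only one of the two criteria met; inactive = mean below 40 and under half of replicates reaching 40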;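 note: 0% = median of neutral control wells and 100% = median of positive control wells; inhibitors cause a drop in the FAM fluorescence signal; in these data hits start at about 50%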
Xi reactivation: X-chromosome reactivation activator. 360,000 compounds, 0.055% hits. XiGFP mouse fibroblasts, % GFP-positive cells imaging, 3 d; cells co-treated with 5-aza-dC sensitizer; scaled so ellipticine positive control = 100%. activation, % at 7.58 µM;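 active = mean normalized replicate activation at least 10% and every replicate at or above 10%; inconclusive = only one of the two criteria met; inactive = mean below 10% and not all replicates reach 10%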;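 note: 0% = median of on-plate neutral control wells and 100% = ellipticine 6 µM median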
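Material: XiGFP fibroblasts, SV40-immortalized. Buffer or medium: DMEM plus 5-aza-dC sensitizer. Compound: single concentration per compound, delivered by pin transfer. Times: 3 days compound exposure. Controls: ellipticine 6 µM.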
Casp6 inh: inhibitors of human caspase-6. AID 686996. inhibition, % at 12.5 µM. 350,000 compounds, 0.53% hits. P55212. purified caspase-6, Z-VEID-R110 cleavage fluorescence;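 active = mean inhibition across replicates at least about 35%, with every replicate also reaching that limit, limit read from the data; inconclusive = only one of the two criteria met; inactive = neither criterion met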;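 note: 0% = median of neutral control wells and 100% = no fluorescence left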
Target sequence (P55212 24-179 limits assumed): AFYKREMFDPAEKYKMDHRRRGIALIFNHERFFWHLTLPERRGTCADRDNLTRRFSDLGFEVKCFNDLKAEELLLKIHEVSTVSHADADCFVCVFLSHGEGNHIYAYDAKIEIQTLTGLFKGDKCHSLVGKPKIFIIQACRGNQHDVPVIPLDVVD
Target sequence (P55212 194-293 limits assumed): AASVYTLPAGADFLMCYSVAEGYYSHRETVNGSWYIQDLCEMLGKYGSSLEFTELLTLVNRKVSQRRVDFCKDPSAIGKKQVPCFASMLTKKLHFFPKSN
* hit, by the source's call; u = inconclusive; x = not tested or not shown.

Assay codes: A = DENV2 CPE; B = E-sel inducer; C = RAD52 inh; D = F508del corr; E = INS-1E GSIS act; F = RAD54 branch; G = Xi reactivation; H = Casp6 inh
COc1ccc(NC(=S)N2CCN(c3ccc4c(c3)C3CCN(C(=O)OCc5ccccc5)C4C3)CC2)c(OC)c1 (stereo not drawn)
  A: -2.3	B: x	C: -9.0	D: -0.1	E: -19.6	F: -5.4	G: 0.2	H: -1.0

O=C(N[C@@H]1CC[C@@H](CCNC(=O)c2ccccc2F)O[C@@H]1CO)c1ccc2c(c1)OCO2
  A: x	B: 0.0	C: -0.4	D: -0.9	E: -9.1	F: -3.3	G: -0.6	H: -2.4

C/C=C(\C)C(=O)NCCN1C2=NC[C@H](C(C)C)N2C[C@@H]1Cc1ccc(OC)cc1
  A: -7.5	B: 0.3	C: 16.3	D: 1.5	E: 6.7	F: 2.8	G: 0.0	H: -187.5

COCC(=O)N1[C@H](CO)[C@@H](c2ccccc2-c2cccc(F)c2)[C@@H]1C#N
  A: -5.1	B: -0.1	C: -6.8	D: 1.0	E: -8.1	F: x	G: 0.0	H: 1.5

O=C(c1ccc(NS(=O)(=O)c2cccc([N+](=O)[O-])c2)cc1)N1CCN(C(=O)c2ccco2)CC1
  A: 5.5	B: x	C: -19.6	D: -0.6	E: 0.1	F: 13.3	G: 0.3	H: 0.2

O=C(CNc1ccccc1Cl)c1ccc(Br)cc1
  A: u	B: 0.3	C: -11.6	D: -0.9	E: 11.2	F: 1.4	G: 0.0	H: -1.8

COCCn1c(SCC(=O)NN2C(=O)NC(C)(c3ccccc3)C2=O)nnc1-c1ccncc1 (stereo not drawn)
  A: 6.1	B: x	C: -7.4	D: -1.5	E: 2.7	F: -2.1	G: -0.5	H: -1.7

CN(C(=O)COC(=O)CNC(=O)C12CC3CC(CC(C3)C1)C2)C1CCS(=O)(=O)C1 (stereo not drawn)
  A: x	B: -0.5	C: x	D: -0.2	E: 4.5	F: -0.5	G: 0.0	H: x

Cc1cc2occ(CC(=O)NNC(=O)c3ccccc3)c2cc1C
  A: 9.8	B: x	C: -6.1	D: 1.7	E: -5.9	F: -6.8	G: 0.2	H: -0.7

CC(C)c1nnc(NC(=O)CCCCCN2C(=O)C3C4C=CC(C4)C3C2=O)s1 (stereo not drawn)
  A: 6.8	B: -0.3	C: -9.1	D: -1.9	E: 0.1	F: -13.0	G: 0.2	H: 0.6

CC(C)(C)NC(=O)NC(=O)CN1CCN(S(=O)(=O)c2ccc3c(c2)CCCC3)CC1
  A: 0.0	B: 4.5	C: -4.2	D: -2.8	E: -28.9	F: -7.6	G: 0.3	H: 2.5

CC(C)CCN1CCN(C2CCN(c3ccccc3)CC2)CC1CCO (stereo not drawn)
  A: x	B: 0.3	C: -31.2	D: 0.0	E: 5.4	F: x	G: 0.2	H: -1.7

COC(=O)C1=C(C)N(CCCC(=O)O)C(=O)NC1c1cc2c(cc1[N+](=O)[O-])OCO2 (stereo not drawn)
  A: u	B: 0.1	C: -9.8	D: -0.3	E: -9.6	F: -0.2	G: -0.1	H: 4.8

COc1ccc(CCNC(=O)c2ccc(-c3cccc([N+](=O)[O-])c3)o2)cc1OC
  A: -4.9	B: x	C: -30.7	D: -2.3	E: 1.7	F: x	G: 0.0	H: -0.4

COC(=O)c1scc(C)c1-n1ccc(C(=O)C(=O)N(C)C)c1
  A: -3.6	B: x	C: 8.4	D: x	E: 5.3	F: 3.5	G: 0.1	H: 3.2

COc1cccc(C=C2SC(=S)N(Cc3ccco3)C2=O)c1OC
  A: 5.9	B: -0.2	C: -135.1	D: -3.5	E: 4.0	F: x	G: 0.4	H: -2.4

CCOc1ccc(N(C)S(=O)(=O)c2ccc3[nH]cc(C(=O)NCC(OC)OC)c(=O)c3c2)cc1
  A: -4.3	B: x	C: -6.9	D: -4.7	E: -23.8	F: 4.5	G: 0.0	H: -2.7

CCOC(=O)[C@]12CCCC=C1N(Cc1ccc3c(c1)OCO3)C(=O)[C@H](CC(=O)N1CCN(C(=O)c3ccco3)CC1)C2
  A: -2.9	B: 1.1	C: -13.6	D: 0.4	E: -8.8	F: x	G: 0.0	H: 1.8

CCC(=O)N1C[C@@H](C)[C@H](OC)CN(C)C(=O)c2ccc(NC(=O)C3CCCCC3)cc2OC[C@@H]1C
  A: -2.6	B: -0.2	C: 0.4	D: x	E: -8.1	F: 1.5	G: 0.0	H: -0.9

COc1ccc2c3c(n(C)c2c1)[C@H](CO)N(Cc1ccncc1)CC31CN(C(=O)NC(C)C)C1
  A: -11.5	B: -0.1	C: x	D: -0.7	E: 16.5	F: x	G: 0.2	H: x

CCOC(=O)c1c(S(=O)(=O)NCc2cccs2)c(C)n(C)c1C
  A: 0.9	B: x	C: -0.5	D: 5.2	E: 6.8	F: -5.5	G: 0.0	H: 3.3

O=C(c1cccc(F)c1)N1CCCCN2[C@@H](CO)[C@@H](c3ccc(-c4ccccc4)cc3)[C@@H]2C1
  A: 12.6	B: -0.4	C: 10.6	D: 1.7	E: -27.6	F: -1.7	G: 0.3	H: 0.3

Cc1ccc(NC(=O)COC(=O)c2ccco2)cc1S(=O)(=O)N1CCCCC1
  A: -2.4	B: -0.2	C: -2.6	D: -10.1	E: -14.7	F: -5.3	G: 0.3	H: 1.3

CCOC(=O)Nc1ccc2nc(Sc3ccc(Cl)cc3)sc2c1
  A: 3.0	B: 2.6	C: -11.8	D: 2.3	E: -2.6	F: 3.3	G: 0.0	H: -2.0

O=C(Nc1cc([N+](=O)[O-])c2[nH]c(=O)c3ccccc3c2c1)C(F)(F)F
  A: -2.0	B: 0.3	C: 7.1	D: -2.2	E: x	F: x	G: 0.1	H: 0.4

A run of entries taken from the entries so far:
Assay codes: A = DENV2 CPE; B = E-sel inducer; C = RAD52 inh; D = F508del corr; E = INS-1E GSIS act; F = RAD54 branch; G = Xi reactivation; H = Casp6 inh
COC(=O)C1=C(C)N(CCCC(=O)O)C(=O)NC1c1cc2c(cc1[N+](=O)[O-])OCO2 (stereo not drawn)
  A: u	B: 0.1	C: -9.8	D: -0.3	E: -9.6	F: -0.2	G: -0.1	H: 4.8

COc1ccc(CCNC(=O)c2ccc(-c3cccc([N+](=O)[O-])c3)o2)cc1OC
  A: -4.9	B: x	C: -30.7	D: -2.3	E: 1.7	F: x	G: 0.0	H: -0.4

The results go on.
Assay codes: A = DENV2 CPE; B = E-sel inducer; C = RAD52 inh; D = F508del corr; E = INS-1E GSIS act; F = RAD54 branch; G = Xi reactivation; H = Casp6 inh
NC(=O)[C@H]1CC2(CC(c3cccc(NC(=O)[C@H]4CCC(=O)N4)c3)=NO2)CN1C(=O)c1cc([N+](=O)[O-])cc([N+](=O)[O-])c1 (stereo partly drawn)
  A: 10.0	B: 1.2	C: -3.2	D: -4.5	E: -3.6	F: -5.3	G: 0.1	H: -1.1

CS(=O)(=O)Nc1nnc(SCC(=O)N(c2ccccc2)c2ccccc2)s1
  A: -1.5	B: x	C: -10.8	D: x	E: x	F: -7.8	G: -0.1	H: 2.9

CC1(c2nnc(-c3ccncc3)o2)CC(c2cccc(Cl)c2)=NO1 (stereo not drawn)
  A: 4.6	B: 1.3	C: -7.3	D: -0.5	E: 0.2	F: -4.4	G: 0.0	H: -1.8

COc1ccc(/C(C)=N/OC/C(O)=C(\C#N)c2nc3ccccc3[nH]2)cc1
  A: -5.9	B: x	C: -13.7	D: x	E: x	F: -1.6	G: -0.1	H: 2.0

COc1cc(NC(=O)c2cccc(NC3=NC4CS(=O)(=O)CC4S3)c2)cc(OC)c1OC (stereo not drawn)
  A: -7.8	B: 2.8	C: -19.3	D: 1.7	E: 15.6	F: -4.9	G: 0.0	H: -1.6

CC(C)CCNC(=O)COc1ccc(N(C)S(=O)(=O)c2ccc(F)cc2)cc1
  A: u	B: x	C: -47.4	D: -0.8	E: -28.9	F: x	G: 0.0	H: -0.6

Cc1nc2ccccn2c1C(=O)NNC(=O)Nc1cccc(C(F)(F)F)c1
  A: -0.9	B: -0.2	C: -7.5	D: 1.0	E: -10.4	F: 1.5	G: 0.0	H: -0.9

COc1cc(NCC2COc3c(ccc(OC)c3OC)C2=O)c([N+](=O)[O-])cc1OC (stereo not drawn)
  A: 7.0	B: 0.7	C: -15.8	D: -0.3	E: 7.7	F: 8.7	G: -0.2	H: 2.3

O=C(Nc1cccc(C(F)(F)F)c1)Nc1nnc([C@H]2C[C@H](O)[C@@H](CO)O2)s1
  A: 8.1	B: 0.0	C: 4.5	D: 0.5	E: 3.3	F: 3.6	G: 0.0	H: 2.6

COCc1cc(/C=N\NC(=O)Cc2ccc(OC)cc2)ccc1OC
  A: 18.7	B: -0.4	C: -4.1	D: 0.4	E: 12.6	F: -4.6	G: 0.0	H: -3.4

CC(=O)c1ccc(NC(=O)C2CCCN(S(=O)(=O)c3c(C)[nH]c(=O)[nH]c3=O)C2)cc1 (stereo not drawn)
  A: -1.9	B: x	C: -6.8	D: x	E: -16.1	F: x	G: 0.0	H: 1.4

CCc1nc2ccc(C(=O)N(CC)CCN(C)C)cn2c1N(C)CCCc1ccccc1
  A: u	B: 0.4	C: 5.1	D: 0.5	E: x	F: -6.0	G: 0.0	H: x

CN1CCN(C(=O)C2=C[C@@H](C3CC3)C[C@@H](OCCCCO)O2)CC1
  A: -3.4	B: x	C: 9.8	D: 0.8	E: x	F: 4.2	G: x	H: -3.0

CCC(=O)N1C[C@@H]2[C@H](c3ccccc31)[C@H](CO)N2Cc1ccccc1F
  A: -6.6	B: -0.1	C: -3.9	D: -0.7	E: 8.0	F: -7.1	G: 0.3	H: -0.7

COC(=O)c1ccccc1NC(=O)CSc1n[nH]c(-c2cccnc2)n1
  A: 1.4	B: x	C: -1.4	D: -2.0	E: 6.9	F: x	G: 0.0	H: 0.9

CCOC(=O)c1ccc(Nc2ncnc3ccccc23)cc1
  A: -2.2	B: 0.0	C: -15.7	D: -1.0	E: -18.5	F: -0.4	G: 0.0	H: 7.1

O=C(CC(F)(F)F)N1C[C@@H]2[C@H](c3ccccc31)[C@@H](CO)N2CC1CCOCC1
  A: 8.5	B: -0.1	C: -3.8	D: 1.9	E: 10.0	F: 10.5	G: 0.0	H: -7.2

Brc1ccc(C2=Nc3ccccc3C(c3ccncc3)=NN2)cc1
  A: 5.3	B: 2.0	C: -26.7	D: -0.5	E: -1.9	F: x	G: 0.2	H: x

Cc1cccc(NC(=O)c2ccc(S(=O)(=O)N3CCCCC3)cc2)c1
  A: 10.0	B: 0.0	C: 5.8	D: -0.8	E: -6.4	F: 5.1	G: 0.1	H: 1.0

O=C([C@H]1[C@H](CO)[C@H]2Cn3c(ccc(-c4ccc(F)cc4)c3=O)[C@@H]1N2)N1CCCCC1
  A: -1.8	B: 0.0	C: -7.3	D: -0.3	E: -6.5	F: -9.3	G: 0.1	H: x

CC(C)c1cn(CC[C@H]2CC[C@@H](NS(=O)(=O)c3ccc(Cl)cc3)[C@H](CO)O2)nn1
  A: 9.8	B: 0.2	C: -11.0	D: -3.2	E: -10.9	F: -5.8	G: -0.5	H: 0.1

O=C1/C(=C\c2cccc(O)c2)SC(=S)N1Cc1ccccc1
  A: -2.5	B: 2.4	C: -7.9	D: 1.3	E: -4.6	F: -5.1	G: 0.0	H: -1.9
